LANA DNA inh: blocks KSHV LANA C-terminal domain binding to DNA. MBP-C-LANA/FAM-LBS DNA binding, fluorescence polarization. inhibition, % at 9 µM. 0.078% of 340,000 active. AID 504423;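 active = highest replicate inhibition at or above 60% at 9 µM, even if other replicates fall short; inactive = all replicates below 60% inhibition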;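 note: 0% = neutral control wells and 100% = 4 µM acridine orange control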
SR-BI DiI-HDL act: SR-BI HDL lipid transfer activation. activation, % at 12.5 µM. 0.096% of 320,000 active. CHO ldlA[mSR-BI] cells, DiI-HDL uptake fluorescence, 3 h; 100 = double the neutral-control signal;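 active = mean replicate activation of at least 60% and every replicate at or above 60%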;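 note: 0% = median plate neutral-control signal and 100% = twice that signal; values of inactives mirror those of a sister screen read the other way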
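Test system: SR-BI-overexpressing, LDLR-lacking CHO cells; Also added: labelled HDL, 10 µg/mL; Measured by: bottom-read cell fluorescence after medium removal, ex 550/em 595 nm; Timing: 3 h uptake period with compound, 37 °C; Buffer or medium: F12, 0.5% BSA, 25 mM HEPES; Doses: single compound concentration, delivered by pin transfer.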
RTF Ca sens act: increases calcium sensitivity of human cardiac regulated thin filaments; IANBD-labeled TnC RTF fluorescence at EC20 calcium; 0% EC20 calcium, 100% full calcium; P19429+P45379; activation, % at 7.2 µM; 0.24% of 340,000 active;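 active = activation above the mean over all tested compounds plus 3 SD, cut at about 30% in these data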;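 note: rise in fluorescence read as greater calcium sensitivity of cardiac thin filaments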
CAL PDZ FP-1: inhibitors of human CAL PDZ peptide binding. inhibition, % at 20 µM. AID 504414. purified CAL PDZ, TMR-peptide fluorescence polarization, 1 h. Q9HD26. 0.02% of 330,000 active;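 active = highest replicate inhibition of at least 40%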;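 note: plate controls were DMSO neutral control wells for no effect and unlabeled competitor peptide control wells for full effect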
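Read-out basis: mP drop reported as inhibition | Assay system: Tagged CAL PDZ protein CerCALP, purified | Benchmarks: Unlabelled peptide for full inhibition, DMSO wells as neutral | Schedule: 1 h incubation at room temperature before polarization reading | Buffer or medium: Sodium phosphate/NaCl buffer pH 7.4 with TCEP, IgG, Thesit | Doses: Single point, 20 µM | Measured by: Fluorescence polarization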
Rtt109 Vps75: blocks Candida albicans Rtt109/Vps75 acetyltransferase activity | Q5AAJ8 | purified Rtt109/Vps75, ThioGlo CoA-SH fluorescence, 4 h | inhibition, % at 34.9 µM | 0.16% of 330,000 active | AID 540336;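 active = inhibition of at least 50% in every replicate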
Target sequence (Q5AAJ8 whole entry, looked up): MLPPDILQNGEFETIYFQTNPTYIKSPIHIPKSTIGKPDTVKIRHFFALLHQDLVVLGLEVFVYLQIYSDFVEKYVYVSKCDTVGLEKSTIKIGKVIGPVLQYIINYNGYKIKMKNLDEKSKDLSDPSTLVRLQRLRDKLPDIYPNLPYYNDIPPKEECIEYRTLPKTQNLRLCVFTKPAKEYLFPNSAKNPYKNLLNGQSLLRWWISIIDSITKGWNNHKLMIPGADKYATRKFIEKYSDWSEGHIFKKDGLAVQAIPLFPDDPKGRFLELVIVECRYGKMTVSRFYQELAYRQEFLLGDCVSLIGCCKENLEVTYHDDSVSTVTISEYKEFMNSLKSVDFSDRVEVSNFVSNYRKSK
RTF Ca sens inh: cardiac RTF calcium desensitization; P19429+P45379; IANBD-labeled cardiac RTF, Ca2+ fluorescence; inhibition, % at 7.15 µM; 0.12% of 340,000 active; AID 493244;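 active = inhibition above the mean inhibition of all tested compounds plus 3 SD, cut at about 17% in these data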;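 note: assay run at fixed EC70 calcium of 1.6 mM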
DAGLB inh: blocks human DAGLB lipase activity | Q8NCG7 | HEK293T DAGLB membrane lysate, EnzChek fluorogenic substrate | inhibition, % at 5.17 µM | 0.059% of 340,000 active | AID 504411; in the data active = inhibition above about 34%;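 note: 0% = enzyme with vehicle and 100% = wells lacking enzyme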
Target sequence (Q8NCG7 whole entry, looked up): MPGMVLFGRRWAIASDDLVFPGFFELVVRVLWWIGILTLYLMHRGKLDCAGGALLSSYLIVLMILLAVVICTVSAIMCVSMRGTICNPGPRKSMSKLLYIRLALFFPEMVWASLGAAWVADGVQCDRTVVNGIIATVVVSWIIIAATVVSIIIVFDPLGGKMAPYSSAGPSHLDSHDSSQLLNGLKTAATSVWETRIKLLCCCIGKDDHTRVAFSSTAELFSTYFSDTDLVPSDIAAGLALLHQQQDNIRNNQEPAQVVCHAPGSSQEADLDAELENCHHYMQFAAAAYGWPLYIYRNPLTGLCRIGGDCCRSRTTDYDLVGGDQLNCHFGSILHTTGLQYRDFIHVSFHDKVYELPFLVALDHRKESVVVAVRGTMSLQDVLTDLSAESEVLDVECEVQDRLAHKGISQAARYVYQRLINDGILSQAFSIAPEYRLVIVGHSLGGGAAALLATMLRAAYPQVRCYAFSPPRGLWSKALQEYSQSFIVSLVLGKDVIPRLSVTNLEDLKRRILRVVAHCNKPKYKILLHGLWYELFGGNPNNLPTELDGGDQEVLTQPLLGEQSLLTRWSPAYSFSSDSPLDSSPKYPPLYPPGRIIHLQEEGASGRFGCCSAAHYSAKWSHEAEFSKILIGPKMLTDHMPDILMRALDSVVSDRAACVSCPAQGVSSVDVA
Keap1 Nrf2 FP: inhibitors of human Keap1-Nrf2 protein-protein interaction. Q14145. Keap1 Kelch-Nrf2 peptide fluorescence polarization, 1536-well. inhibition, % at 9.4 µM. 0.15% of 340,000 active. AID 504523; in the data active = inhibition above about 12%;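 note: human Keap1 Kelch domain with fluorescein labeled Nrf2 9mer peptide probe; 0% = neutral control wells and 100% = peptide positive control; higher means more block of Keap1 binding to Nrf2 peptide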
CAL PDZ FP-2: blocks peptide binding to the human CAL PDZ domain. inhibition, % at 24.9 µM. purified CAL PDZ, TMR-peptide fluorescence polarization, 1 h. 0.92% of 300,000 active. AID 602252. Q9HD26;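 active = mean inhibition of at least 30% with at least half of replicates also reaching 30%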;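 note: 0% = DMSO neutral control and 100% = excess unlabeled competitor peptide PRC23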
PKA-R2B activ: PKA-R2B complex activation; P22694+P31323; PKA-R2B holoenzyme dissociation, Cy5-IP20 fluorescence polarization; R2B truncated from residue 108, S112A mutant; 0% DMSO only, 100% 113 µM cGMP; activation, % at 11.4 µM; 0.079% of 340,000 active; AID 504700;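 active = activation above a cutoff set at the mean over all compounds plus 3 SD, cut at about 18% in these data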;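 note: higher means more holoenzyme dissociation and a rise in polarization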
The depositor's hits bear a star; . = no result given.

The line under a structure holds: LANA DNA inh | SR-BI DiI-HDL act | RTF Ca sens act | CAL PDZ FP-1 | Rtt109 Vps75 | RTF Ca sens inh | DAGLB inh | Keap1 Nrf2 FP | CAL PDZ FP-2 | PKA-R2B activ
CCCc1c(O)c2ccccc2[nH]c1=O
 : -0.2 | 9.9 | 4.0 | 0.4 | 8.0 | 1.4 | 1.4 | -7.0 | -2.8 | -2.6
COc1ccc(Cn2c(CO)cnc2SCC(=O)Nc2cccc(NC(C)=O)c2)cc1
 : 0.6 | 8.5 | -1.5 | -3.5 | 21.8 | -0.3 | 1.3 | -5.3 | 1.3 | -0.9
O=C(N/N=C/c1ccccn1)c1ccncc1
 : 0.9 | -14.0 | 0.5 | -0.5 | 2.6 | -2.4 | 0.1 | 1.0 | . | 5.7
CCOc1ccc2oc(C(=O)OCC(=O)N3CC(C)OC(C)C3)c(C)c2c1 (stereo not given)
 : -0.5 | -34.6 | -1.1 | -0.9 | -2.7 | 3.1 | -3.2 | -1.7 | -3.7 | -4.8
COc1cc(C(=O)Sc2ccc(C)cc2)cc(OC)c1OC
 : 6.0 | -21.7 | -0.9 | 0.2 | 4.9 | -3.2 | -5.2 | -5.7 | -6.4 | -10.3
COc1ccc(OCCSc2nnc3c(Cl)cc(Cl)cn23)cc1
 : 1.0 | 6.0 | 5.3 | -1.3 | -1.6 | -6.9 | -3.0 | -3.3 | -1.1 | -7.1
COc1ccc2c(=O)c3c(=O)n(Cc4ccco4)c(-c4ccccc4)nc3oc2c1
 : 1.2 | -34.4 | 0.9 | -7.2 | . | 4.4 | -0.1 | -0.8 | -0.8 | -1.9
Cc1ccccc1CNCCCSc1ncccn1
 : -0.1 | 22.0 | 1.0 | . | 9.2 | -6.3 | -2.8 | -10.1 | -5.5 | -9.0
CNc1ccc(S(=O)(=O)NCC(=O)NCCCc2ccccc2)cc1[N+](=O)[O-]
 : -1.9 | -13.2 | 5.5 | -0.1 | 2.4 | -3.4 | 4.0 | -3.5 | -0.3 | -5.4
CC1(C)c2[nH]c3ccccc3c2C[C@@H]2C(=O)N(Cc3ccco3)C(=O)N21
 : 2.3 | -36.0 | -2.2 | -0.2 | 1.9 | 2.1 | -2.3 | -3.8 | -0.3 | 2.3
Cc1cccc(NC(=O)CSc2nc(N)cc(N)n2)c1
 : -0.7 | 1.1 | 1.7 | -1.2 | 3.9 | -7.8 | -0.2 | -3.8 | . | 0.8
O=C(CC1Nc2ccccc2NC1=O)NCCc1ccccc1 (stereo not given)
 : -0.1 | 17.3 | 6.5 | -1.4 | 13.1 | -1.6 | 0.8 | 1.4 | 1.6 | 7.8
CCOc1ccccc1NC(=O)CN(c1ccc(Cl)cc1)S(C)(=O)=O
 : -0.2 | 1.5 | 2.7 | -0.6 | 3.1 | -6.0 | 0.1 | 3.5 | -3.2 | -5.8
CN(C)S(=O)(=O)c1cccc(NC(=O)CCc2c[nH]c3ccccc23)c1
 : 1.7 | -40.2 | 15.4 | -0.3 | -6.6 | -10.4 | -0.3 | -1.7 | -1.7 | 1.8
COc1ccc(N2CCN(C(=O)c3oc4c(c3C)C(=O)CCC4)CC2)cc1
 : 0.4 | -15.4 | 1.6 | -0.4 | -3.4 | -15.8 | -0.4 | -10.3 | -4.5 | -2.6
CC(=O)c1cccc(NS(=O)(=O)c2cc(OCC(N)=O)c(C)cc2Cl)c1
 : 2.0 | 21.4 | 0.9 | 0.4 | 0.4 | 0.2 | 0.2 | 0.9 | . | -0.7
CCOC(=O)C1=C(C)N(C)C(C)=C(C(=O)OCC)C1c1ccc(Cl)cc1
 : 0.1 | -2.6 | -1.4 | -2.2 | -1.7 | -28.9 | -3.3 | -7.7 | 0.6 | -5.3
CC(C)NC(=O)N(C)C[C@H]1Oc2c(NC(=O)c3ccc(-c4nccs4)cc3)cccc2C(=O)N([C@@H](C)CO)C[C@H]1C
 : 1.6 | 17.7 | -6.3 | -0.9 | 8.9 | 4.2 | -0.8 | -3.9 | -10.1 | -2.8
CC1CCN(C(=O)c2ccc(S(=O)(=O)N3CCCCCC3)cc2)CC1
 : -0.3 | -25.5 | 3.3 | 1.1 | 0.3 | 4.9 | 1.6 | -6.5 | -2.7 | -1.2
Cc1cc(SCC(=O)Nc2ncc(Cl)cc2Cl)nc2ccccc12
 : 0.9 | -55.1 | -0.8 | -0.7 | 3.7 | -8.7 | -8.6 | -2.2 | 0.6 | -11.1
CCOc1ccc(S(=O)(=O)N2CCN(C(=O)c3ccncc3)CC2)cc1
 : 1.6 | -5.2 | -2.9 | -0.6 | -4.3 | 0.0 | 0.1 | -3.2 | -4.4 | -2.4
Cc1cccc2c1-c1sc(C(=O)Nc3ccccc3N3CCN(C)CC3)cc1CO2
 : 0.4 | -0.1 | -4.6 | -3.0 | -2.2 | 0.7 | -3.8 | -0.7 | -4.2 | -1.4
CN1CCC(N(C)CC(C)(C)NS(=O)(=O)c2ccccc2)CC1
 : -0.9 | 8.6 | 4.3 | 1.3 | 6.1 | -7.8 | 0.3 | -2.2 | -4.4 | -5.9
CCC(=O)c1c[nH]c(C(=O)NCc2ccccc2OC)c1
 : 1.6 | -15.1 | 13.9 | 0.1 | 1.4 | -5.5 | 1.6 | 2.6 | 1.2 | -3.9
Cc1cccc(NC(=O)C2Cc3ccccc3O/C2=N\O)c1 (stereo not given)
 : 2.9 | -4.6 | 1.9 | -0.7 | 3.7 | -5.7 | -2.3 | 3.2 | 5.4 | -6.1
O=C(O)c1ccc(NC(=O)C2C3CCC(C3)C2C(=O)O)cc1 (stereo not given)
 : -0.7 | 23.2 | 0.1 | -0.4 | -6.0 | 4.1 | -3.0 | -2.5 | . | -16.2
O=C(CSc1nnnn1-c1ccccc1)Nc1ncc(Cc2ccccc2Cl)s1
 : 0.7 | 0.7 | -0.6 | -1.8 | -7.3 | -5.9 | 0.7 | 3.4 | -3.1 | 0.3
CCC(C)NC(=O)c1cn(C)c(=O)c2cc(OC)c(OC)cc12 (stereo not given)
 : -1.3 | 25.8 | 2.3 | -0.5 | -1.4 | -9.0 | -3.7 | -2.2 | 12.7 | -6.8
CSc1nc(NNC=O)cc(Oc2ccc(NC(C)=O)cc2)n1
 : -4.3 | 20.3 | -0.9 | 0.1 | -6.0 | -5.5 | -2.5 | -1.7 | -12.1 | 0.6
COc1cc(C(=O)NCc2nnc(SCC(=O)N3CCOCC3)o2)cc(OC)c1OC
 : 2.7 | 25.8 | 5.3 | -2.2 | 1.2 | -0.7 | 3.7 | -0.8 | -0.9 | -1.3
Cc1c(C(=O)N/N=C/c2ccoc2)cccc1[N+](=O)[O-]
 : -1.5 | 6.0 | 5.1 | 0.5 | -4.8 | -10.8 | -0.1 | 1.7 | 0.0 | 9.2
COc1ccc2cc(C(=O)C3CCCN(C(=O)c4csnn4)C3)ccc2c1 (stereo not given)
 : -1.2 | -4.6 | -1.5 | 0.2 | 10.0 | -11.8 | -7.3 | -5.7 | -4.2 | 10.0
Cc1ccc(C(=O)N(Nc2nc3ccccc3s2)C(=O)c2ccc(C)cc2)cc1
 : -1.2 | -32.5 | -9.9 | -0.2 | -2.0 | -2.8 | -1.3 | 0.8 | 2.8 | -11.9
CCOC(=O)c1cnc2nc[nH]n2c1=O
 : -0.2 | . | 0.4 | -0.3 | 5.1 | -3.2 | -2.5 | -4.2 | . | -11.0
CCc1noc(C)c1C(=O)N1CCCC1
 : -0.6 | -20.0 | -0.1 | 0.2 | -13.2 | -2.6 | 0.2 | 3.4 | -3.1 | -12.7
COCCn1c(NCc2ccc(C)cc2)nc2c1c(=O)[nH]c(=O)n2C
 : -0.8 | 45.5 | 6.8 | -0.5 | 3.5 | -4.3 | 0.5 | -1.3 | -6.3 | 8.0
CC(OC(=O)c1n[nH]c2ccccc12)C(=O)NC1CCCCC1C (stereo not given)
 : -0.9 | -0.9 | 0.7 | -1.1 | -8.0 | 1.9 | -3.5 | 1.8 | -2.6 | -13.1
Cc1cc(=O)c2ccccc2[nH]1
 : -0.5 | 4.4 | 2.2 | 1.7 | 7.2 | 5.8 | 2.1 | 2.8 | -3.3 | -3.5
COc1ccc(-c2nc(CSCC(=O)N3CCc4ccccc43)c(C)o2)cc1OC
 : -1.3 | -27.3 | -3.7 | -0.3 | 11.7 | 3.7 | -1.6 | 0.4 | -1.2 | -3.2
CCOc1ccc(-n2cccc2C=O)cc1
 : -0.4 | 17.8 | 4.3 | -1.4 | -3.0 | -5.5 | -0.9 | -0.6 | -2.6 | -0.6
O=C(NCc1ccccc1)C(c1ccc(F)cc1)N(C(=O)c1csnn1)c1ccccc1 (stereo not given)
 : -2.7 | . | 4.5 | -1.4 | 19.5 | -3.9 | -2.5 | -4.1 | -1.3 | -2.8
Cn1nc(OC(=O)Nc2cccc(Cl)c2)cc1C(F)(F)F
 : 0.3 | . | -5.7 | -3.1 | -8.3 | 3.5 | -8.0 | 0.7 | 5.5 | -4.0
O=C(NC1CCCCC1)c1ccc2snnc2c1
 : -1.5 | 18.2 | -5.2 | -0.7 | 3.5 | -22.9 | 0.0 | 0.2 | -5.8 | -9.4
Oc1ccccc1-c1cc(-c2ccc(F)cc2)n[nH]1
 : -1.2 | -20.9 | -0.9 | -0.6 | 1.3 | 4.1 | -1.0 | -1.4 | 33.8* | -8.3
CN(C(=O)c1cccc(NC(=O)Cc2cccc(NC(=O)C3CCCN(C(=O)c4ccccc4)C3)c2)c1)C1CCC1 (stereo not given)
 : -0.4 | -14.8 | 1.6 | -1.0 | -3.8 | -4.3 | -1.2 | 4.2 | -8.4 | 0.7
Cn1c(C(=O)N2CCCC(C(=O)NCCCSC3CCCCC3)C2)cc2sccc21 (stereo not given)
 : 0.4 | -49.9 | 4.9 | -0.7 | -4.1 | 3.2 | 0.5 | 1.6 | -1.4 | 4.7
Cc1cc(NC(=O)CCCN2C(=O)c3cccnc3C2=O)ccc1Br
 : 0.2 | 10.2 | -1.6 | -1.3 | 0.3 | -9.0 | 2.8 | 1.8 | -0.2 | 1.6
Cc1c(NC(=O)c2ccc(N(C)S(=O)(=O)c3ccccc3)cc2)c(=O)n(-c2ccccc2)n1C
 : 0.3 | -2.5 | -1.6 | -1.8 | 0.2 | -6.0 | -0.2 | 6.0 | -0.9 | 2.9

Looked up by compound from the entries so far, 2 records:
The line under a structure holds: LANA DNA inh | SR-BI DiI-HDL act | RTF Ca sens act | CAL PDZ FP-1 | Rtt109 Vps75 | RTF Ca sens inh | DAGLB inh | Keap1 Nrf2 FP | CAL PDZ FP-2 | PKA-R2B activ
Cc1ccc(C(=O)N(Nc2nc3ccccc3s2)C(=O)c2ccc(C)cc2)cc1
 : -1.2 | -32.5 | -9.9 | -0.2 | -2.0 | -2.8 | -1.3 | 0.8 | 2.8 | -11.9
O=C(NC1CCCCC1)c1ccc2snnc2c1
 : -1.5 | 18.2 | -5.2 | -0.7 | 3.5 | -22.9 | 0.0 | 0.2 | -5.8 | -9.4

Assay outcomes (PubChem)
